mIAP activ – activators of mouse IAP, primary screen, biochemical, luminescence, uHTS; intestinal alkaline phosphatase [Mus musculus]; activation factor at 10 µM; muIAP, CDP-Star luminescence, 30 min; active compounds read high; 1 = vehicle-only enzyme signal, 0 = enzyme-free wells; 330,000 tested, 0.24% active;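 active = activation factor of at least 2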; note: the source names both 10 and 20 µM as test concentration; values of inactives mirror those of a sister screen read the other way
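System: mouse IAP enzyme. Reagent: CDP-Star chemiluminescent phosphatase substrate. Benchmarks: DMSO wells, no-enzyme wells. Times: 30 min enzyme-substrate-compound incubation at room temperature. Detection: luminescence from enzymatic CDP-Star hydrolysis. Doses: test compounds delivered from DMSO solution.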
mIAP inh – inhibitors of mouse IAP, primary screen, biochemical, luminescence, uHTS | intestinal alkaline phosphatase [Mus musculus] | purified mouse IAP, CDP-Star luminescence, 30 min | inhibition, % at 10 µM | 330,000 tested, 0.2% active | AID 2806, 2010;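 active = inhibition of at least 40% at 10 µM in the primary screen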;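 note: plate controls were DMSO with enzyme for no effect and no enzyme wells for full effect; values of inactives mirror those of a sister screen read the other way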
APOBEC3G inh – APOBEC3G DNA deaminase inhibitors, primary screen, biochemical, fluorescence, single-stranded DNA substrate, uHTS | recombinant A3G, ssDNA deamination FAM/TAMRA fluorescence | inhibition, % at 20 µM | 330,000 tested, 0.28% active | AID 493012, 2011 | DNA dC->dU-editing enzyme APOBEC-3G (Homo sapiens), Q9HC16;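 active = inhibition of at least 40% at 20 µM, with no more than 30% in the related APOBEC3A deaminase screen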;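 note: plate controls were DMSO wells with A3G for no effect and wells lacking A3G enzyme for full effect; some compounds called inactive have numbers as strong as hits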
Target sequence (Q9HC16 whole entry, looked up): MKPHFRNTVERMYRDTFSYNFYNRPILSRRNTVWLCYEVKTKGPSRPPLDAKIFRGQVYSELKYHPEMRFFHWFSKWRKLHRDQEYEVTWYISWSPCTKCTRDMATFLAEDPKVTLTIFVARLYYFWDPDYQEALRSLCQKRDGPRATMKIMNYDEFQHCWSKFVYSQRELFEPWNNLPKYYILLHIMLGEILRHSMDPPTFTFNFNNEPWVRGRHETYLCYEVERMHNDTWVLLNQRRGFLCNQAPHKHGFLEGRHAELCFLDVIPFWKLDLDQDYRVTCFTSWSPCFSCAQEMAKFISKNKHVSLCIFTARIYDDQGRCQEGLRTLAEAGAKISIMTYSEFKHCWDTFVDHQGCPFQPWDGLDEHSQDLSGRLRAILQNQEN
ATG4B inh – ATG4B protease inhibitors, primary screen, biochemical, fluorescence, uHTS | 340,000 tested, 0.51% active | AID 504462, 2011 | ATG4B cleavage of LC3-PLA2, NBD-HPC fluorescence, 1 h | inhibition, % at 8.33 µM; in the data active = inhibition above about 40%
Target sequence (Q9Y4P1 whole entry, looked up): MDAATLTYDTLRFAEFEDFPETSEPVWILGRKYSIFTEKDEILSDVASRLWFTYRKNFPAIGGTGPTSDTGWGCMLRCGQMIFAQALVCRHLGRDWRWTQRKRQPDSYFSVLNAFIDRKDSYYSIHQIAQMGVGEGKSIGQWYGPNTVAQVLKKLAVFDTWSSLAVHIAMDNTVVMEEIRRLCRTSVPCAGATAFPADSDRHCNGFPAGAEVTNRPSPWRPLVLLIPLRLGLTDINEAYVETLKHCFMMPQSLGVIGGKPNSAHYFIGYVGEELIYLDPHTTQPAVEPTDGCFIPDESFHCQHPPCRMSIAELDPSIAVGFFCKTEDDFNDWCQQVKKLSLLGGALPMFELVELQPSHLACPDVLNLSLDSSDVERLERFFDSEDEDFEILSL
A3A deaminase – APOBEC3A ssDNA deaminase inhibitors, primary screen, selectivity assay for APOBEC3G inhibitor project, biochemical, FAM/TAMRA oligo cleavage fluorescence; DNA dC->dU-editing enzyme APOBEC-3A (Homo sapiens), P31941; recombinant A3A, FAM/TAMRA ssDNA deamination fluorescence; inhibition, % at 20 µM; 330,000 tested, 0.41% active; AID 493011, 2011;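 active = at least 40% inhibition at 20 µM here, with at most 30% in a related deaminase screen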;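 note: plate controls were A3A with DMSO for no effect and wells lacking A3A enzyme for full effect; some results filed as inactive read as strong as hits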
Target sequence (P31941 whole entry, looked up): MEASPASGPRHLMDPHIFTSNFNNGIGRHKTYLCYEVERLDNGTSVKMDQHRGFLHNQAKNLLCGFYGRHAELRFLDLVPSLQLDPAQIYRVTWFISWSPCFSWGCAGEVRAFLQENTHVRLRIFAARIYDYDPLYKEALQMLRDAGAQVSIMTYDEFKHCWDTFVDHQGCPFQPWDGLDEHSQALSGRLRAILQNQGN
hIAP act – human IAP activators, primary screen, biochemical, luminescence, uHTS | Intestinal-type alkaline phosphatase (Homo sapiens), P09923 | purified human IAP, CDP-Star luminescence, 30 min; active compounds read high; 1 = vehicle-only enzyme, 0 = enzyme-free background | activation factor at 10 µM | 330,000 tested, 0.16% active;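 active = activation factor of the enzyme at least 2-fold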; note: the source names both 10 and 20 µM as test concentration; values of inactives mirror those of a sister screen read the other way
beta cell repl – inducers of MIN6 beta-cell proliferation, primary screen, ATP luminescence, uHTS | MIN6 cells proliferation, ATPlite luminescence, 48 h; cells starved in 0.2% serum; 100% = growth in 10% serum | proliferation, % at 10 µM | 330,000 tested, 0.29% active;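 active = compounds whose signal lies at least 3.5 SD above the mean of all wells on their plate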;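 note: 0% = DMSO-treated cells in low-serum medium and 100% = 10% serum control; some compounds called inactive have numbers as strong as hits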
MPTP inh – mitochondrial permeability transition pore inhibitors, primary screen, biochemical, isolated mouse mitochondria, absorbance; AID 602449, 2012; 360,000 tested, 1.4% active; Ca2+ swelling absorbance, 30 min; inhibition, % at 10 µM;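 active = inhibition of 50% or more, scaled per plate between neutral and stimulator controls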;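 note: 0% = DMSO wells given calcium and 100% = 1 mM EGTA wells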
hIAP block – human IAP inhibitors, primary screen, biochemical, luminescence, uHTS. Intestinal-type alkaline phosphatase (Homo sapiens), P09923. purified IAP, CDP-Star luminescence, 30 min. inhibition, % at 10 µM. 330,000 tested, 0.12% active. AID 2544, 2010;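 active = inhibition reaching a set limit with compound at 10 µM in the primary screen, cut at about 35% in these data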;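 note: plate controls were DMSO wells with enzyme for no effect and no-enzyme buffer wells for full effect; values of inactives mirror those of a sister screen read the other way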
* marks the source's active call; other numbers are inactive results.

SMILES	mIAP activ	mIAP inh	APOBEC3G inh	ATG4B inh	A3A deaminase	hIAP act	beta cell repl	MPTP inh	hIAP block
O=C(c1ccc(Cl)cc1Cl)N1CCC(c2nc3c(nnn3Cc3ccco3)c(=O)[nH]2)CC1	1.1	-6	-2	0	3	0.89	1	-2.5	11
C=C(C)[C@@H](O)COc1c2ccoc2cc2oc(=O)ccc12	1	-1	-4	-5	-1	0.84	4	-0.4	16
COc1ccc(NC(=O)Cc2coc3ccc4ccccc4c23)cc1S(=O)(=O)N1CCOCC1	1.7	-70	-7	-20	2	1.3	-2	0.4	-27
Cc1cc(C)c2c(n1)SCC(=O)N2CC(=O)Nc1c(C)cccc1C	0.88	12	-5	1	-6	0.9	-1	-1.7	10
CC1CCN(C(=O)c2cc3c(=O)n4ccccc4nc3s2)CC1	1	-3	-8	-2	-4	1	-2	-0.9	-2
CCC1(CC)Cc2ccccc2-c2nc(NN)[nH]c(=O)c21	0.99	1	-2	5	5	1.3	-1	2.4	-34
CCOC(=O)C1CCN(C(=O)C2CCN(S(=O)(=O)c3cc(Cl)ccc3OCC)CC2)CC1	0.98	2	-8	-7	-2	0.76	0	0.3	24
Cc1nc(-c2ccccc2)sc1C(=O)NN	1	-4	-5	6	0	1.3	-3	0.0	-27
CCCC(=O)NC(C)c1nc2ccccc2[nH]1 (stereo not drawn)	1.1	-11	-13	-8	2	0.88	1	1.0	12
COc1cc(/C=N/NC(=O)c2cccnc2)ccc1OCC(=O)N1CCOCC1	0.95	5	-6	-9	-3	0.98	-1	-0.2	2
CC(=O)COc1ccc2c(-c3cccc([N+](=O)[O-])c3)cc(=O)oc2c1	0.87	13	-5	2	17	1.1	-6	1.5	-7
Cc1cc(OCC(=O)NCCCN2CCCC2=O)c2c(C)cc(=O)oc2c1	1	-3	-7	-1	-4	1	2	0.8	-4
COc1ccc(Cn2nc(C)cc2C)cc1OC	1	-2	-6	-1	-4	0.96	-2	3.2	4
CCn1c(=O)c2cc(C(=O)Nc3cccc(C(C)=O)c3)sc2c2ccccc21	1	0	-5	-2	1	0.94	-2	6.4	6
CC(C)CSc1nc2c(=O)[nH][nH]c(=O)c2n1Cc1ccccc1	1	-1	-4	11	-2	0.93	-2	0.3	7
O=C1c2ccsc2SCCN1Cc1ccc(F)cc1	0.99	1	4	2	3	0.96	-2	-0.8	4
O=C(COc1ccccc1)N1CCN=C1SCc1cccnc1	1.2	-21	0	-3	-1	0.9	-2	2.7	10
O=C(COC(=O)Cc1ccc(Cl)cc1)NCc1cccs1	0.9	10	-7	-10	-4	1	0	-1.3	0
COc1ccc(C(=O)CSc2nnc(NC(=O)C3CC(=O)N(c4ccccc4C)C3)s2)cc1 (stereo not drawn)	0.95	5	-6	16	1	1	0	0.6	-2
Cc1nc2ccc(S(=O)(=O)NC(C(=O)Nc3nccs3)C(C)C)cc2s1 (stereo not drawn)	0.96	4	-4	1	2	0.93	5	-0.8	7
COc1ccccc1N1CCN(C(=O)CCc2ccc(S(=O)(=O)NCC(C)C)cc2)CC1	1	-4	2	-9	2	0.94	0	-0.1	6
O=C(c1ccc(-n2cccc2)cc1)N1CCOCC1	1	-2	-1	-11	-1	0.91	-2	-2.6	9
COc1cc(NC(=O)c2cc(-c3ccco3)on2)c(OC)cc1Cl	0.91	9	-4	3	-2	0.75	0	-1.4	25
CC(C(=O)Nc1ccc(N(C)C)cc1)N1C(=O)c2ccccc2S1(=O)=O (stereo not drawn)	0.86	14	-10	-11	-2	0.9	-1	0.5	10
Cc1cccc(N2C(=O)C3CCCN3C2=S)c1C (stereo not drawn)	1.1	-6	-6	12	-3	0.97	-5	-1.6	3
C[C@@H](NC(=O)c1nc[nH]c1C(=O)N1CCc2ccccc2C1)c1ccccc1	0.86	14	-10	-6	-4	1.1	-3	-0.3	-12
O=C(N[C@H]1CCCCNC1=O)c1cc(COc2ccc(F)cc2F)on1	0.98	2	0	18	-3	1	5	-1.2	-2
C=C1c2ccccc2NC(=S)N1Cc1ccc2c(c1)OCO2	0.9	10	-4	-6	-3	1	-3	-1.2	0
OC1CCN(C(=S)Nc2ccc(Nc3ccccc3)cc2)CC1	0.89	12	-3	4	1	1	-3	-0.6	-4
Cc1cc(C)c2c(=O)[nH]cnc2n1	0.99	1	-5	9	-1	1.2	-3	-2.3	-22
COc1ccc(C2Nc3ccccc3C(=O)N2NS(=O)(=O)c2ccc(C)cc2)cc1 (stereo not drawn)	0.99	1	-3	-9	2	0.86	0	1.6	14
CN(Cc1c(C(=O)N2CCc3ccccc3C2)nc2ccc(Cl)cn12)C(C1CC1)C1CC1	1	-3	-7	1	0	1.1	-3	-2.5	-6
CN1CCN(c2nc3c(c(=O)[nH]c(=O)n3C)n2CC(N)=O)CC1	1	-1	-4	-7	-6	1	1	-0.1	-2
CC(=O)C1=C(C)Nc2ncnn2C1c1ccc(Br)cc1 (stereo not drawn)	0.95	5	-8	-1	-1	0.99	-4	0.9	1
N#Cc1ccc(S(=O)(=O)NC2CCCCNC2=O)cc1 (stereo not drawn)	0.94	6	-6	-6	-4	0.96	-1	-0.1	4
O=C(CSCCO)Nc1cc(C(F)(F)F)ccc1Cl	0.92	8	0	-6	0	1	0	-1.2	-2
CCc1ccccc1Nc1nc2ccccc2n1CC	0.99	1	-7	3	0	1.1	2	0.0	-13
Cc1cc(=O)[nH]c(SCC(=O)Nc2ccc3c(c2)OCCO3)n1	1	-3	-1	-5	-1	0.93	-2	-2.3	7
CCOCCOC(=O)c1[nH]c2c(c1C)C(=O)CC(c1ccccc1)C2 (stereo not drawn)	0.96	4	-7	5	-4	0.94	-4	-0.1	6
O=C(NCCc1ccccc1)C1CCN(S(=O)(=O)N2CCOCC2)CC1	0.96	4	-2	-10	-2	1.2	4	1.1	-17
CC12CCC(C(=O)OC3CCCCC3)(OC1=O)C2(C)C (stereo not drawn)	0.95	5	-9	-4	-1	0.96	-1	-0.5	4
CSCC(C)N1CCC(n2nccc2NC(=O)c2ccccc2C)CC1 (stereo not drawn)	1	-2	-6	-4	-2	1.3	2	-0.4	-34
CC(c1ccccc1)N1C(=O)NC(NC(=O)c2cccnc2)(C(F)(F)F)C1=O (stereo not drawn)	1.1	-5	-2	-17	1	1	-1	-0.4	-4
O=C1OCc2ccc(NC(=O)c3ccccc3C(=O)O)cc21	0.89	11	13	-5	-6	1.1	-2	-0.7	-13
O=C(c1ccc([N+](=O)[O-])cc1)N1CCc2ccccc2C1	0.97	3	-5	5	-3	1.1	-2	0.6	-7
O=Cc1cn(CC(=O)Nc2ccc3c(c2)OCO3)c2ccccc12	0.94	6	-4	-4	-1	0.93	0	2.3	7
COc1ccc(OCC(=O)Nc2c3c(nn2-c2ccccc2)CS(=O)(=O)C3)cc1	1.1	-6	-9	10	-1	1	-3	1.5	-4
COC(=O)c1ccc2c(=O)n(CCCCCC(=O)NCCNC(C)=O)c(=O)[nH]c2c1	0.98	2	-16	0	0	1	-2	0.1	-4
CCOC(=O)c1ccc(-c2c(-c3ccccc3OC)sc3cc4c(cc23)OCO4)cc1F	1.1	-8	-14	-7	-6	1.1	-7	3.7	-8
COc1ccccc1CNC(=O)CN1C(=O)c2ccccc2S1(=O)=O	1	-2	-3	-9	4	1.1	0	-2.1	-6
COCCNC(=O)c1cc(-c2ccccc2C)nn1CC1CC(c2cccnc2)=NO1 (stereo not drawn)	1	-2	-4	-5	-5	1.2	-3	-2.9	-17
O=C(Cc1ccc([N+](=O)[O-])cc1)N1CCN=C1SCc1ccccc1	1.1	-9	-7	-12	-2	0.88	0	0.9	12
C=CCC1(C#N)C(=S)NC(C)=C(C(=O)OCC)C1c1ccccc1 (stereo not drawn)	0.94	6	-5	-12	3	1	-1	2.3	0
CCOC(=O)N1CCN(C(=O)CNC2CCCCCCC2)CC1	1	-2	-5	-8	-1	0.98	2	0.8	2
CCOC(=O)c1cc(-c2cccc([N+](=O)[O-])c2)nc2[nH]c(=O)[nH]c(=O)c12	1	-2	-3	-13	2	1.1	0	2.1	-5
COc1cccc(C2CC(=O)Nc3c2c(=O)n(C)c(=O)n3C)c1OC (stereo not drawn)	1	0	-9	2	-3	0.94	-2	-1.5	6
O=C(O)c1ccc(CSc2nnc(-c3ccncc3)n2-c2ccc(Cl)cc2)cc1	0.96	4	-1	-1	7	1.1	-1	-1.1	-10
Cc1ccc(N2C(=O)C(Cl)=C(N3CCOCC3)C2=O)c(C)c1	1	-2	-1	0	-3	0.95	1	-1.1	5

Sorted by length of the SMILES (high to low): 12 of the compounds above
SMILES	mIAP activ	mIAP inh	APOBEC3G inh	ATG4B inh	A3A deaminase	hIAP act	beta cell repl	MPTP inh	hIAP block
CCOC(=O)c1cc(-c2cccc([N+](=O)[O-])c2)nc2[nH]c(=O)[nH]c(=O)c12	1	-2	-3	-13	2	1.1	0	2.1	-5
COC(=O)c1ccc2c(=O)n(CCCCCC(=O)NCCNC(C)=O)c(=O)[nH]c2c1	0.98	2	-16	0	0	1	-2	0.1	-4
CC(c1ccccc1)N1C(=O)NC(NC(=O)c2cccnc2)(C(F)(F)F)C1=O (stereo not drawn)	1.1	-5	-2	-17	1	1	-1	-0.4	-4
O=C(Cc1ccc([N+](=O)[O-])cc1)N1CCN=C1SCc1ccccc1	1.1	-9	-7	-12	-2	0.88	0	0.9	12
COc1cccc(C2CC(=O)Nc3c2c(=O)n(C)c(=O)n3C)c1OC (stereo not drawn)	1	0	-9	2	-3	0.94	-2	-1.5	6
C=CCC1(C#N)C(=S)NC(C)=C(C(=O)OCC)C1c1ccccc1 (stereo not drawn)	0.94	6	-5	-12	3	1	-1	2.3	0
Cc1ccc(N2C(=O)C(Cl)=C(N3CCOCC3)C2=O)c(C)c1	1	-2	-1	0	-3	0.95	1	-1.1	5
COc1ccccc1CNC(=O)CN1C(=O)c2ccccc2S1(=O)=O	1	-2	-3	-9	4	1.1	0	-2.1	-6
O=Cc1cn(CC(=O)Nc2ccc3c(c2)OCO3)c2ccccc12	0.94	6	-4	-4	-1	0.93	0	2.3	7
O=C1OCc2ccc(NC(=O)c3ccccc3C(=O)O)cc21	0.89	11	13	-5	-6	1.1	-2	-0.7	-13
CC12CCC(C(=O)OC3CCCCC3)(OC1=O)C2(C)C (stereo not drawn)	0.95	5	-9	-4	-1	0.96	-1	-0.5	4
CCOC(=O)N1CCN(C(=O)CNC2CCCCCCC2)CC1	1	-2	-5	-8	-1	0.98	2	0.8	2

Compound activity as filed in PubChem BioAssay.
